Compound activity from PubChem.
KDM5B inh: Primary screen for KDM5B Histone Demethylases FDH-coupled qHTS; Lysine-specific demethylase 5B (Homo sapiens), Q9UGL1; KDM5B demethylase, FDH-coupled NADH fluorescence (FDH is formaldehyde dehydrogenase); Potency, µM (doses to about 57.7 µM), inactives show at the highest dose activity change, negative = inhibition, most hits filed as inhibitors; 2.6% of 220,000 active; AID 1347165, 2019; active means well fitted inhibition curve with a large enough effect; inconclusive means small, poorly fitted or top-dose-only effect; inactive means no such curve, though single readings can be large or run the other way; further: 0% is about no effect; nearly all actives have a fitted effect of over 70% in size
Target sequence (Q9UGL1 whole entry, looked up): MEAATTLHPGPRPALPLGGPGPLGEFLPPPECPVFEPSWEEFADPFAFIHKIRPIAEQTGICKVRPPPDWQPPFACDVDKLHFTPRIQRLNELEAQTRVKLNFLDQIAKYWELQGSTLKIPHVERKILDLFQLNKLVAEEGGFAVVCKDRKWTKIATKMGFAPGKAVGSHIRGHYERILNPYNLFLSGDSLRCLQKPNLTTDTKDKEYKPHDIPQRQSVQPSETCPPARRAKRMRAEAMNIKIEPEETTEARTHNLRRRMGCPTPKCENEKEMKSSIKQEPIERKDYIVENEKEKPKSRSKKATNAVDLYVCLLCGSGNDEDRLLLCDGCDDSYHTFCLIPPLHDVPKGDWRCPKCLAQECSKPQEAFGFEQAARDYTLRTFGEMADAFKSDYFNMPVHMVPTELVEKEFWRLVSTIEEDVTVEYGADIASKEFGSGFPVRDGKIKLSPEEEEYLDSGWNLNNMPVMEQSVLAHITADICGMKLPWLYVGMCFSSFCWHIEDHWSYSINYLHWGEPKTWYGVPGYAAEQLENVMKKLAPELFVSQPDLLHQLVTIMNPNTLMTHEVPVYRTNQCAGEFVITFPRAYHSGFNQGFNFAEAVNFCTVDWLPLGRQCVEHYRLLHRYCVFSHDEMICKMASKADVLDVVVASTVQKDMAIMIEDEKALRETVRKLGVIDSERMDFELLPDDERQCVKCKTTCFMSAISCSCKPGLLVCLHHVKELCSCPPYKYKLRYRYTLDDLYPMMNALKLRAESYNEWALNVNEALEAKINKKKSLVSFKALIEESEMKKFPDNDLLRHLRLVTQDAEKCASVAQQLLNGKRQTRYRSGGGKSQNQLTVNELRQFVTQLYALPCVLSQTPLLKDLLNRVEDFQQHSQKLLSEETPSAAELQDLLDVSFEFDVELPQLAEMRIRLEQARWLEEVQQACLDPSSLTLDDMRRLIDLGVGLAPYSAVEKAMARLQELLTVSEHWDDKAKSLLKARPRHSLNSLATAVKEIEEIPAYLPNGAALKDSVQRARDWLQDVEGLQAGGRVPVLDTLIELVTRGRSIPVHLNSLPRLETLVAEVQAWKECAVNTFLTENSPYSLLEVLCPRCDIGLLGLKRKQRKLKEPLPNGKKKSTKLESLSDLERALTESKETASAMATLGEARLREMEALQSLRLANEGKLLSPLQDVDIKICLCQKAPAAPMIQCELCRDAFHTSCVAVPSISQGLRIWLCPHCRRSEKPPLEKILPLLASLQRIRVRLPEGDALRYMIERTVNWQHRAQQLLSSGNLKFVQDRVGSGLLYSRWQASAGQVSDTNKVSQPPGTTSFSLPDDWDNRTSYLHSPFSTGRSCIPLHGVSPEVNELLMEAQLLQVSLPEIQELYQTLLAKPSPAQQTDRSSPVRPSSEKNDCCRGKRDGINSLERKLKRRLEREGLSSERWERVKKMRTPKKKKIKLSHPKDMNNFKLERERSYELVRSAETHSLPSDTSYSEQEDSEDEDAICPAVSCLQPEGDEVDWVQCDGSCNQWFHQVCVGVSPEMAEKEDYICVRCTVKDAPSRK
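Compound dilutions met 200 nM (final) KDM5BΔAP for 10 min at room temperature before substrate addition. The substrate mix held 12.5 µM H3K4me3 with cofactors 25 µM α-ketoglutarate and 50 µM Fe²⁺. NADH signal gain over 30 min defined activity.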
Active calls of the source: *; ? = inconclusive; [ ] = remark or other dose. Potency means the concentration at half of the fitted maximal effect. These rows are one share of the data (hit frequency here may not be typical).

SMILES | KDM5B inh
N#Cc1ccccc1NC(=O)c1cc2c(=O)n3ccccc3nc2s1 | ?
COc1ccc(OCC(=O)NC2CC(=O)N(c3ccc4c(c3)OCCO4)C2)cc1 (stereo not drawn) | 11%
COc1ccc(C(=O)Nc2ccc(C(=O)NC(C)(C)C)cc2)cc1 | 4%
CC(C)C(=O)Nc1ccc(C2(C(=O)O)CCCCC2)cc1 | -8%
COCC(=O)N1CCC2(CC1)CC(N1CCN(c3ccccn3)CC1)CCO2 (stereo not drawn) | -14%
Cc1ccc(-c2cnc(CCC(=O)N(C)Cc3ccco3)o2)cc1C | -5%
CCNC(=O)N1CCC(c2ncc(C)n2C(C)C)C1 (stereo not drawn) | -11%
Cc1nonc1CC(=O)N1CCC(O)(CN2CCOCC2)C(C)(C)C1 (stereo not drawn) | -1%
O=C(c1cc(F)ccc1F)N1CCC[C@H]1c1nc(-c2ccccc2)no1 | 27%
CS(=O)(=O)Nc1ccccc1NC(=O)CCc1ccccc1 | -8%
CN1CCN(S(=O)(=O)Cc2ccccc2Cl)CC1 | -10%
C/C(=N/Nc1ccccc1)C1(C)N(O)C(C)(C)C(c2ccc(C)cc2)=[N+]1[O-] (stereo not drawn) | -27%
COc1cc(NS(=O)(=O)c2ccc(-c3cc(C)no3)cc2)cc(OC)c1 | -22%
O=C(Cc1ccccc1F)N1CCC(c2nc(C3CCOCC3)no2)C1 (stereo not drawn) | ?
CCN1C(=O)C2(CCN(S(=O)(=O)c3cccs3)CC2)c2ccccc21 | 1%
Cc1cc(-c2nc(C3CCOCC3)nn2Cc2ccccc2C)c(C)o1 | -23%
COCc1cccc(C(=O)NCCC(c2ccccc2)c2ccccc2)c1 | 0%
Cc1ccc(NC(=O)CN(C)S(=O)(=O)c2ccc3c(c2)n(C)c(=O)c(=O)n3C)cc1C | -10%
CCOCCn1c(=O)c2c(nc3n2CCCN3Cc2ccccc2)n(C)c1=O | 0%
Cc1nc2cc(NC(=O)CC3(C(=O)O)CCCCC3)ccc2o1 | ?
CC(=O)c1sc(C(=O)O)c(-c2ccco2)c1-c1ccco1 | ?
COc1ccc(NC(=O)[C@@H]2C[C@H](c3ccc(F)cc3)N([S+](=O)([O-])C3CC3)C2)cc1OC | 6%
COc1ccc(C(=O)N/C(=C\c2ccco2)C(=O)OCc2ccco2)cc1 | -17%
O=C(O)CNCc1cccnc1 | 2%
CCOc1ccc(-n2c(Cc3ccccc3)nnc2SCc2nc(-c3ccccc3OC)no2)cc1 | -15%
COc1cccc(CNC(=O)Cn2nc3c(cc2=O)CCCC3)c1OC | ?
COc1ccc(-c2ccc3ncc(Nc4ccnc(N5CCOCC5)c4)n3n2)cn1 | -13%[86.2 µM]
CC(=O)NCCc1ccc(S(=O)(=O)Nc2ccc3c(c2)OCCO3)cc1 | 13%
OC[C@@H]1CNC[C@H]1C1CCN(Cc2ccncc2F)CC1 | 1%
COc1ccc2[nH]c3c(c2c1)CCNC31CCN(C(=O)c2c(C)noc2C)CC1 | ?
CCCCCCCCS(=O)CC(O)CCl (stereo not drawn) | -24%
COC(CNC(=O)CCc1c(C)nc2c(-c3ccc(F)cc3)c(C)nn2c1C)OC | -16%
Cc1cc(C)cc(NC(=S)NCCC(c2ccccc2)c2ccccc2)c1 | 14%
O=C(c1n[nH]c2ccccc12)N1CCC(Cc2nc(-c3ccncc3)n[nH]2)CC1 | 21%
CCC1=C(c2ccc(C)cc2)S(=O)(=O)N=C1N1CCC(C(=O)Nc2ccccc2F)CC1 | -20%
CC(=O)c1ccc(NC(=O)Cn2nc(-c3ccccc3)cc(NC(=O)C(C)C)c2=O)cc1 | -2%
CC(NCc1cccs1)c1ccccc1 (stereo not drawn) | 18%
CN(CC1CCOCC1)C(=O)c1ccc(F)c(Cl)c1 | -14%
O=C(NCc1ccccc1)c1cnc2n1CCN(Cc1cccc(O)c1)CC2 | -2%[86.2 µM]
CC(C)(C)c1ccc(C(=O)Nc2cc(C(F)(F)F)ccc2F)cc1 | 7%
CCOc1ccc(NC(=O)CCn2nc(-c3ccccc3OC)c3c(C)cc(C)nc32)cc1 | -4%
O=C(COc1ccc(-c2nnc3n2CCCC3)cc1)N1CCN(c2ccccc2F)CC1 | -18%
CC1(C)Cc2c(C#N)c(SCC(=O)O)nc(N3CCOCC3)c2CO1 | 9%
O=C(c1cc(-c2ccc(Cl)cc2)nc2ccccc12)N1CCC1 | ?
CN(C)C[C@@H]1CN(Cc2ccccc2)C[C@H]1NC(=O)c1cn(C)cn1 | -6%
COc1ccc(CNC(=O)Cc2csc3ccccc23)cc1OC | -10%
O=C(Nc1ccc(Cl)cc1C(F)(F)F)c1ccc(Cl)c(Cl)c1 | 5%
COc1ccc(NC(=O)CCS(=O)(=O)c2cc(Br)cc3c2N(C(C)=O)CC3)c(OC)c1 | -19%
COc1ccc(C(=O)N(C)Cc2cc(Br)ccc2OC)cc1F | 12%
COCCn1c(-n2nc(C)c(C)c2C)nc2c1c(=O)n(Cc1ccccc1C)c(=O)n2C | 19%
O=C(COc1ccccc1)NC12CC3CC(CC(C3)C1)C2 | 10%
COc1ccccc1CNC(=O)CSc1ncc2c(n1)-c1ccccc1N(Cc1ccc(C)cc1)S2(=O)=O | -43%
CCn1c(C(O)c2cc(OC)ccc2OC)nc2ccccc21 (stereo not drawn) | 7%
CC(C)(C)C(=O)Nc1nc2c(s1)C[C@@H]1[C@](C)(CO)[C@H](O)CC[C@@]1(C)[C@@H]2CC(=O)Nc1cccc(O)c1 | -27%
CCOC(=O)C1CCN(C(=O)Cn2ncc3c4ccccc4n(Cc4ccccc4F)c3c2=O)CC1 | 8%
COc1ccc(C(=O)N2CC(c3nnc(-c4ccncc4)o3)C3(CCOCC3)C2)c(C)c1 (stereo not drawn) | -2%
O=C(N1CC(Oc2ccc(-c3nc(-c4ccccc4)no3)cc2)C1)C1(c2ccccc2)CC1 | ?
FC(F)(F)c1cccc(Nc2cnc3ccc(-n4ccnc4)nn23)c1 | -22%[86.2 µM]
Cc1ccc(-c2nc(C#N)c(NCCCN(C)C)o2)cc1 | ?
COc1ccccc1-c1cc(-c2ccc(=O)[nH]c2)c2cncn2c1 | ?

New compounds follow
SMILES | KDM5B inh
Cc1cc(C)n(CCC(=O)NCC23CCCC=C2N(CC2CC2)C(=O)CC3)n1 (stereo not drawn) | -15%
CCCn1c2ccc(F)cc2c2n[nH]c(=S)nc21 | 7%
COc1ccc(C2Sc3ccccc3NC3=C2C(=O)c2ccccc23)cc1OC (stereo not drawn) | -21%
COCCNC(=O)CCc1c(C)nn(-c2ccc(F)cc2)c1Oc1ccc(F)cc1F | -20%
Cc1cc(C(=O)N2CCc3nnc([C@@H]4C[C@@H](O)CN4C(C)C)n3CC2)n(C)n1 | -24%
COCc1nc(C2CCCN(C(=O)c3ccc(OC)nc3OC)C2)no1 (stereo not drawn) | 1%
O=C(NCc1ccccc1Cl)c1noc(-c2ccc3c(c2)OCO3)n1 | ?
CN1CCCC1CNC(=O)c1cc2ccccc2o1 (stereo not drawn) | -6%
COC(=O)c1cccc(Nc2c(-c3ccc(O)c(OC)c3)nc3nc[nH]n23)c1 | ?
Cc1nc2c(c(-c3ccc(O)cc3)n1)CN(C(=O)c1ccccc1C)CC2 | -7%
CC(=O)Nc1ccc(S(=O)(=O)N[C@H]2C[C@@H](c3nc(-c4ccccc4)no3)N(C)C2)cc1 | -8%
Cc1ccc(NC(=O)C2CCCN(c3ncccn3)C2)cc1C (stereo not drawn) | -17%
CCC(=O)N1CCC(Cc2noc(-c3ccccc3)n2)C1 (stereo not drawn) | -18%
COc1ccc(Cn2c(C)c(CNCc3cc(OC)c(OC)c(OC)c3)c(C(=O)O)c2C)cc1 | -19%
CC(=O)c1ccc(S(=O)(=O)N(C)CCCC(=O)N2CCN(c3ncccn3)CC2)cc1 | -6%
COc1ccc(C(=O)CC2(O)C(=O)Nc3c(C)cccc32)c(OC)c1OC (stereo not drawn) | 3%
COCCNC(=O)Cc1c[nH]c2ncc(-c3cccnc3)cc12 | -14%[86.2 µM]
C[C@@H](NCC1CCCC1)c1onc(-c2cccnc2)c1C(=O)O | 2%[86.2 µM]
CCNC(=O)CN1CCN(C(C(=O)O)c2cn(CC(=O)O)c3ccccc23)CC1 (stereo not drawn) | 11%
N#Cc1ccc(-n2cccc2C=O)cc1 | ?

At a glance, part of the list above.
SMILES | KDM5B inh
CCCn1c2ccc(F)cc2c2n[nH]c(=S)nc21 | 7%
COc1ccc(C2Sc3ccccc3NC3=C2C(=O)c2ccccc23)cc1OC (stereo not drawn) | -21%
COCCNC(=O)CCc1c(C)nn(-c2ccc(F)cc2)c1Oc1ccc(F)cc1F | -20%
Cc1cc(C(=O)N2CCc3nnc([C@@H]4C[C@@H](O)CN4C(C)C)n3CC2)n(C)n1 | -24%
COCc1nc(C2CCCN(C(=O)c3ccc(OC)nc3OC)C2)no1 (stereo not drawn) | 1%
O=C(NCc1ccccc1Cl)c1noc(-c2ccc3c(c2)OCO3)n1 | ?
CN1CCCC1CNC(=O)c1cc2ccccc2o1 (stereo not drawn) | -6%
COC(=O)c1cccc(Nc2c(-c3ccc(O)c(OC)c3)nc3nc[nH]n23)c1 | ?
Cc1nc2c(c(-c3ccc(O)cc3)n1)CN(C(=O)c1ccccc1C)CC2 | -7%
CC(=O)Nc1ccc(S(=O)(=O)N[C@H]2C[C@@H](c3nc(-c4ccccc4)no3)N(C)C2)cc1 | -8%
Cc1ccc(NC(=O)C2CCCN(c3ncccn3)C2)cc1C (stereo not drawn) | -17%
CCC(=O)N1CCC(Cc2noc(-c3ccccc3)n2)C1 (stereo not drawn) | -18%
COc1ccc(Cn2c(C)c(CNCc3cc(OC)c(OC)c(OC)c3)c(C(=O)O)c2C)cc1 | -19%
CC(=O)c1ccc(S(=O)(=O)N(C)CCCC(=O)N2CCN(c3ncccn3)CC2)cc1 | -6%
COc1ccc(C(=O)CC2(O)C(=O)Nc3c(C)cccc32)c(OC)c1OC (stereo not drawn) | 3%
COCCNC(=O)Cc1c[nH]c2ncc(-c3cccnc3)cc12 | -14%[86.2 µM]
C[C@@H](NCC1CCCC1)c1onc(-c2cccnc2)c1C(=O)O | 2%[86.2 µM]

Additional results:
SMILES | KDM5B inh
COc1ccccc1OC1(C(=O)O)CCN(Cc2cnn(C(C)C)c2)CC1 | -21%
Cc1ccc(NC(=O)C2CCCCC2C(=O)O)cc1C (stereo not drawn) | -5%
O=C(O)CC(NC(=O)Cc1cccc(F)c1)c1ccc(F)cc1 (stereo not drawn) | -15%
COCCN1CCC(CN(Cc2ccncc2)C(=O)c2ccc(F)c(C)c2)CC1 | 4%
COc1ccc2[nH]c3c(c2c1)CCN(C)C31CCN(C(=O)c2cccnc2)CC1 | 0%
Cc1cc(=O)oc2c(C)c(OC(=O)CN3C(=O)NC4(CCCCC4)C3=O)ccc12 | 42%[activator]
CCN(Cc1ccccc1)C(=O)CNC(=O)Cc1c[nH]c2ccccc12 | 8%
COc1ccccc1OCCn1c(=O)n(C)c2ccccc21 | 31%
CC(NC(=O)c1cc(-c2ccccn2)nc2ccccc12)c1ccccc1 (stereo not drawn) | -13%
COC(=O)C1CN(C(=O)C(C)Oc2ccccc2Cl)c2ccccc2O1 (stereo not drawn) | 22%
Cc1oc(-c2ccc(C(=O)NCc3ccc(F)cc3)cc2)nc1CS(=O)c1ccccc1 (stereo not drawn) | 24%
CC(C)(O)C#Cc1ccccc1C(=O)NC(CC(=O)O)c1ccccc1 (stereo not drawn) | 11%
O=C(CCc1nc2ccccc2s1)N1CCC(Cc2noc(C3CCOCC3)n2)C1 (stereo not drawn) | -14%
CCCN1CCCc2cc(CN(CCCN3CCOCC3)C(=O)Nc3ccc(OCC)cc3)ccc21 | ?
COc1cccc(C2c3c(oc4ccc(C)cc4c3=O)C(=O)N2CCCN2CCOCC2)c1OC (stereo not drawn) | -28%
CC(C)c1ccc(NC(=O)C(C)N2CCN(C(=O)c3ccco3)CC2)cc1 (stereo not drawn) | 12%
CC(C)Oc1ccc(Br)cc1/C=C(\C#N)c1nc2ccccc2[nH]1 | -24%
Cc1ccc([N+](=O)[O-])c(NC(=O)COc2ncnc3ccccc23)c1C | 25%
N#Cc1nc(COc2ccc3c(c2)OCO3)oc1N1CCCC1 | 11%
COc1ccc(CC(=O)N2CCC3(CC2)CC(N[S+](C)(=O)[O-])c2ccccc23)cc1 (stereo not drawn) | -2%[115 µM]
C[N+]1(Cc2cccc(F)c2)CCN(/C=C/C(=O)C(F)(F)F)CC1 | 2%
COC[C@@H]1CN(Cc2cc(C)nn2C)C[C@H]1c1nc(C2CC2)no1 | 12%
COc1ccc(-c2noc(C(C)NC(=O)c3ccco3)n2)cc1OC (stereo not drawn) | 25%
CCOc1ccc(OCC)c(N)c1 | -31%
CN1CCN(C(=O)c2cnn(-c3cccc(F)c3)c2C2CCN(C(=O)OC(C)(C)C)CC2)CC1 | 1%
O=C1Nc2ccccc2O[C@H]2C[C@@H]1N(C(=O)c1ccc(Cl)cc1)C2 | 6%[86.2 µM]
COc1ccc(C(=O)C(C)OC(=O)c2ccc(OCC(N)=O)cc2)cc1 (stereo not drawn) | 19%
O=C(CNc1ccc(F)cc1F)NC(=O)NCc1ccco1 | -4%
CCOc1ccc(C2C(C(N)=O)=C(C)Nc3nc(SCc4ccccc4F)nn32)cc1 (stereo not drawn) | -15%
COCC(=O)NC[C@H]1OC[C@@H](NC2CCN(C)CC2)[C@@H]1O | -18%[86.2 µM]
CCc1ccccc1NC(=O)C1CN(S(=O)(=O)c2cccnc2)CC12CCCCC2 (stereo not drawn) | 2%
CS(=O)(=O)N1CCCC(C(=O)NCCc2ccccc2)CCNC(=O)CC1 (stereo not drawn) | -17%
C=C1C(C(=O)Nc2cccc(SC)c2)C1C(=O)Nc1cccc(SC)c1 (stereo not drawn) | 22%
O=C(CCC1CCN(C(=O)c2ccccc2)CC1)Nc1ccccc1 | -27%
CCOc1ccc(/C=C(/C#N)C(=O)c2c[nH]c3cc(F)ccc23)cc1 | -20%
